Screening data: PubChem, National Center for Advancing Translational Sciences (NCATS)
TRHR ag: activates the human TRH receptor | P34981 | TRHR cells, calcium flux fluo-8, FDSS agonist mode | activation, % at 2 µM | hit rate 0.18% among 360,000; further: 0% is about no effect
Target sequence (P34981 whole entry, looked up): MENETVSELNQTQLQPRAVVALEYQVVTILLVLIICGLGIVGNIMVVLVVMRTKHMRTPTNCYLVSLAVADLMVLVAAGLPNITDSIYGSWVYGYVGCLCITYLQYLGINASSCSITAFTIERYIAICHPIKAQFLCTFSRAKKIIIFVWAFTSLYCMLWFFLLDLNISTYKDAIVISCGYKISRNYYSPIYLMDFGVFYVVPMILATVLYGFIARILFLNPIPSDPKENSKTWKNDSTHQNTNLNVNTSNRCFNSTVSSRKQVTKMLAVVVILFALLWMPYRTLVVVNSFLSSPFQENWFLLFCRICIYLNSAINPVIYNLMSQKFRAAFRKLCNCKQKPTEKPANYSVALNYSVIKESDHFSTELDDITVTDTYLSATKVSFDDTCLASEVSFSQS
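Read-out: compound-evoked intracellular calcium rise in TRHR cells, fluo-8 dye, kinetic FDSS fluorescence at 1 s/cycle following a 10-cycle baseline. Cells cultured overnight before dye loading (30 min–1.5 h, RT).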
D1 antag: antagonists of human D1 dopamine receptor; P21728; activity change, negative = inhibition, % at 10 µM; HEK293 TREx D1 cells, calcium flux, dopamine EC80; active compounds read low; hit rate 3.2% among 360,000; in the data active means activity change below about -30%; further: on the % scale 0 is the no-effect control and ±100 the full control effect
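HEK293 T-REx cells expressing inducible, force-coupled D1 receptor; no-wash Ca dye, 30–90 min RT. Cmpd → 180 s read at 1 Hz → EC80 DA → 180 s read.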
TRHR PAM: allosterically enhances the human TRH receptor; AID 493056; hit rate 0.66% among 360,000; enhancement, % at 2 µM; P34981; TRHR cells, fluo-8 calcium fluorescence, EC20 TRH enhancement; in the data active means enhancement above about 30%; further: 0% is about no effect
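TRHR-expressing cells loaded with fluo-8 calcium dye were read kinetically (ex 480/em 530) during compound addition, then stimulated with an EC20 of TRH (10 nM final). Enhancement of the Gq-mediated intracellular calcium response was scored.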
RXFP1 antagonist: RXFP1 (human) relaxin receptor antagonism; HEK293-RXFP1, relaxin-stimulated cAMP HTRF, 30 min; active compounds read low; hit rate 0.59% among 350,000; Q9HBX9; activity change, negative = inhibition, % at 57.5 µM;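 active means activity change of -60% or lower, but not beyond a set lower limit; inconclusive means change between -60% and -40%, or beyond the set limit; inactive means change above -40%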; further: on the % scale 0 is the no-effect control and ±100 the full control effect
D2 antagonist: antagonists of human D2 dopamine receptor; inhibition, % at 10 µM; HEK293 TREx D2 cells, calcium flux, dopamine EC80; P14416; AID 485344; hit rate 2% among 340,000; in the data active means inhibition above about 30%; further: 0% is about no effect
Target sequence (P14416 whole entry, looked up): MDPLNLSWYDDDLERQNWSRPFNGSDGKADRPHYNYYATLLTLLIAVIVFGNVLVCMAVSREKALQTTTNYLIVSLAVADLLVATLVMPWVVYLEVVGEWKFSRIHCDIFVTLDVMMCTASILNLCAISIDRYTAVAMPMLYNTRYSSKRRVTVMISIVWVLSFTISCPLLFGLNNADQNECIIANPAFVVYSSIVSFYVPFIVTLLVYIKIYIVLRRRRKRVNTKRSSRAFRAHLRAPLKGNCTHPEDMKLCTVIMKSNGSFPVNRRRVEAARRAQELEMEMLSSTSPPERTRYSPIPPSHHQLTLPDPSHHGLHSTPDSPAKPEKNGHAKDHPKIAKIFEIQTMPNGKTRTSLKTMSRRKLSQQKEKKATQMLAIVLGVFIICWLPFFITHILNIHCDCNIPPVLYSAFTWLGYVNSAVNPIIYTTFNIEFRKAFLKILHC
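Tetracycline-induced HEK293 TREx cells expressing D2 receptor forced-coupled to calcium signalling, loaded with no-wash calcium dye. Compounds added and calcium flux read 180 s, then dopamine added at EC80 and read a further 180 s.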
D1 ag: human D1 receptor agonism | P21728 | HEK293 T-REx D1 cells, calcium flux, agonist mode | activation, % at 2 µM | hit rate 1% among 360,000; further: 0% is about no effect
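Inducible HEK293 T-REx D1 cells, force-coupled to calcium signalling, were plated at 4000 cells/well with tetracycline and held overnight at 30 C. After no-wash calcium dye loading, compound-evoked calcium rise over 180 s flagged agonists.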
D2 ag: agonists of human D2 dopamine receptor; HEK293 T-REx D2 cells, calcium flux agonist mode; P14416; activation, % at 2 µM; hit rate 0.53% among 340,000;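 active means activation over 3 SD above normal in the single-dose calcium agonist read, cut at about 30% in these data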; further: 0% is about no effect
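Agonism is scored from calcium flux in a force-coupled, inducible HEK293 cell line expressing D2, read kinetically for 180 s after compound addition against dopamine controls.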
D2 potentiator: D2 dopamine receptor (human) potentiation; HEK293 T-REx D2, calcium flux, EC20 dopamine potentiation; P14416; potentiation, % at 10 µM; hit rate 0.34% among 340,000; AID 485347;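 active means potentiation over 3 SD above the plate norm, cut at about 30% in these data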; further: 0% is about no effect
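Cells plated with tetracycline inducer and held overnight at 30 C; calcium dye loaded 30–90 min at room temperature; baseline taken, compound added and read 180 s; EC20 dopamine then added and read 180 s.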
D1 potentiator: enhances dopamine response at the human D1 receptor. P21728. HEK293 TREx D1 cells, calcium flux, dopamine EC20 potentiation. potentiation, % at 10 µM. hit rate 0.036% among 360,000. AID 504651; in the data active means potentiation above about 30%; further: 0% is about no effect
Numbers without * were called inactive; u = inconclusive; x = not tested or not shown; & = joins results of further samples. Unless noted, no stated cut-off is given here; in the data, active means activation above about 30%; inactive means the rest.

SMILES	TRHR ag	D1 antag	TRHR PAM	RXFP1 antagonist	D2 antagonist	D1 ag	D2 ag	D2 potentiator	D1 potentiator
CCCCNC(=O)N1CCN(c2ncccn2)CC1	0.2	-26	20	0	-6	3	0.1	2	-2
O=C(c1cn(-c2ccccc2)nc1-c1cccnc1)N1CCCC(C(F)(F)F)C1 (stereo not drawn)	0.5	-2	-3	-10	-13	0	0.1	-13	1
CCc1ccc(-n2c(SCC(=O)NC3CCS(=O)(=O)C3)nc3ccccc3c2=O)cc1 (stereo not drawn)	-0.7	15	-1	3	x	0	x	x	-1
COc1ccc(-c2nc(CSCC(=O)N3CCc4ccccc43)c(C)o2)cc1OC	-0.3	5	-4	9	-1	1	0.2	12	3
C/C(=N\NC(=O)C1COc2ccccc2O1)c1cccs1 (stereo not drawn)	0.0	-27	4	7	-5	1	0.7	0	-5
C/C(=N\N1CCN(Cc2ccc(Cl)cc2)CC1)c1ccc(F)cc1	0.7	-4	-2	-4	2	0	9.6	1	-2
O=C(CCc1ccccc1)NC1CC(=O)N(c2ccccc2)C1 (stereo not drawn)	0.0	x	3	0	x	-1	0.5	4	1
O=[N+]([O-])c1ccc2nc(-c3ccc(OC(F)F)cc3)cn2c1	-1.6	-12	16	-3	5	1	0.0	-5	-4
COc1ccc(S(=O)(=O)N2CCOC2CNC(=O)C(=O)NCC(C)C)cc1OC (stereo not drawn)	1.4	1	6	-4	-1	1	0.2	-18	-2
COc1cc(SC)ccc1C(=O)NCCOc1c(C)cc(C)cc1C	1.1	15	-1	-15	-3	22	1.0	-9	-1
Cn1c(=O)c(C(=O)NNC(=O)c2ccccc2Cl)c(O)c2ccccc21	2.4	15	12	-66*	-9	6	3.9	2	2
O=C(NC12CC3CC(CC(C3)C1)C2)N1CCN(C2CCCCC2)CC1	-0.2	22	-5	-4	-1	2	0.1	-9	3
Cc1ccc2nc3nc(NCC4CCCO4)c(C(=O)NC4CCCCC4)cc3c(=O)n2c1 (stereo not drawn)	-0.6	-7	3	x	-5	1	0.1	-8	0
COc1ccccc1NC(=O)CSc1nnc(COc2ccccc2OC)n1C	-0.5	-8	1	-4	3	2	-0.8	9	-2
COc1ccc(/C=C\c2onc(C)c2S(=O)(=O)N2CCC(C(=O)Nc3ccc(F)cc3F)CC2)cc1	1.2	-2	2	14	x	2	0.4	2	1
O=C(c1ccco1)N1CCN(C2CCCC2)CC1	0.1	3	0	-2	-6	1	-0.2	4	-3
CC(OC(=O)Cc1ccsc1)C(=O)Nc1ccc(C(N)=O)cc1 (stereo not drawn)	0.6	-5	-3	1	0	19	0.6	3	-2
CCCNC(=O)NNC(=O)c1cc(-c2ccc3c(c2)OCO3)nc2ccccc12	-0.3	-4	-11	1	-5	1	0.1	-13	-9
C=CCN(CC=C)Cc1cc(=O)n2c(-c3ccccc3)csc2n1	-1.7	-7	9	-7	-3	3	-0.2	-3	x
Nc1nn2c(C(F)(F)F)cc(=O)[nH]c2c1N=Nc1cccc(F)c1	-0.2	10	2	-10	-15	2	-0.8	-3	7
COc1ccc(C)cc1N(CC(=O)Nc1cccc(N(C)S(C)(=O)=O)c1)S(C)(=O)=O	1.2	0	8	22	x	5	x	x	1
Cc1ccc(CNC(=O)Cn2ncn3cccc3c2=O)cc1	0.0	-3	-1	-4	8	6	-0.2	-3	-7
COc1cc(Cl)c(C)cc1NC(=O)Cn1cc(S(=O)(=O)N2CCC(C)CC2)c2ccccc2c1=O	-1.2	2	5	x	x	8	-0.6	11	5
CC(C(=O)Nc1ccccc1)N(C)Cc1cccs1 (stereo not drawn)	-0.4	7	-7	4	-3	-1	0.4	-9	11
COc1ccc(F)cc1C(=O)C1CCCN(C(=O)c2cccc(N(C)C)c2)C1 (stereo not drawn)	-1.1	14	-2	6	-4	3	-0.1	10	-5

The listing continues:
SMILES	TRHR ag	D1 antag	TRHR PAM	RXFP1 antagonist	D2 antagonist	D1 ag	D2 ag	D2 potentiator	D1 potentiator
Cc1c(C(=O)N(Cc2nnc(-c3ccccc3Cl)o2)C2CC2)oc2ccccc12	0.1	6	-3	5	-14	3	0.2	8	-10
O=C(O)/C(=C\c1ccc(Br)cc1)c1ccc(S(=O)(=O)N2CCCCC2)s1	-0.7	-3	-3	-12	-9	1	-1.0	18	-2
O=C(NCc1ccco1)c1nc2c(nnn2Cc2cccc(Cl)c2)c(=O)[nH]1	0.0	-6	-1	12	29	2	0.9	-6	3
NC(=O)c1ccccc1NC(=O)CCCN1C(=O)CCC1=O	0.3	3	-1	-2	2	2	1.8	9	-6
CCCCCCc1cc2cc(S(=O)(=O)c3ccc(C)cc3)c(=O)oc2cc1O	29	-8	47*	x	-6	27	20	6	-7
C/C(=N\NC(=O)c1ccccc1C)c1cccc([N+](=O)[O-])c1	-0.5	2	-1	-4	x	0	x	x	-5
CC(C)OC(=O)CC(=O)CSc1nc2c(cc1C#N)CCCC2	0.4	2	5	2	5	0	0.2	12	-6
O=C(O)CCCC(=O)NNc1ncnc2ccccc12	-0.1	-2	-3	14	4	3	-0.1	5	5
COc1ccc(-c2nnc(SCC(N)=O)n2N)cc1	0.4	-14	1	-10	3	0	-0.4	17	-1
O=S(=O)(NCCc1csc(-c2cccnc2)n1)c1ccc2c(c1)OCCO2	-0.6	-1	0	0	8	3	0.8	-2	-9
O=C(c1cccnc1)c1ncc(C(F)(F)F)cc1Cl	0.1	-6	11	5	13	1	1.4	0	-7
CCn1ccnc1CNC(=O)c1cc(COc2ccc(F)cc2F)on1	-1.0	0	0	-16	1	8	0.0	10	-5
CC(CNC(=O)c1cccs1)c1ccc([N+](=O)[O-])cc1 (stereo not drawn)	1.9	-13	-4	6	11	5	1.0	8	-2
CCOc1cc(N2CCOCC2)c(OCC)cc1NC(=O)COC(=O)c1ccccc1C	-0.5	-12	-2	7	-5	0	-0.7	8	-5
Cc1ccccc1-c1nc2scc(CCNC(=O)c3ccco3)n2n1	-0.3	-7	-5	-1	x	1	-1.3	-8	0
CC(C)NC(=O)c1ccc2c(c1)nc1n2CCCCC1	0.0	1	-1	-10	x	0	2.0	-7	-1
Cn1c(Cc2ccc(Cl)cc2)nnc1SCC(=O)NC1CC1	0.1	33	-4	-3	-8	1	-0.5	1	-3
CCC(CC)c1nnc(NC(=O)Oc2ccccc2)s1	-0.2	-5	-3	-5	13	8	0.1	-12	-3
CN(CC(=O)Nc1ccc(F)cc1)C(=O)CSc1ccc2c(c1)OCCO2	-0.2	1	3	-5	9	2	0.1	-16	-3
CC(C)COP(=O)(OCC(C)C)C(O)c1ccc(F)cc1 (stereo not drawn)	0.0	10	-4	-6	-8	1	0.9	1	-1
Cc1cccnc1NC(=O)CNC(=O)c1ccccc1	0.1	7	-2	-10	3	4	-0.1	-6	10
Cn1cccc1C(C#N)c1ncc(C(F)(F)F)cc1Cl (stereo not drawn)	0.4	-3	4	-13	-4	0	0.8	-2	-5
O=C(COC(=O)C1CCC1)c1c[nH]c2ccccc12	0.3	12	4	-2	-8	-1	0.3	-10	-1
CCOC(=O)NC(=O)C(=CNc1cccc(C)c1)C(=O)NC(=O)OCC	0.2	0	1	-2	2	0	0.7	10	-2
CCOc1cccc2cc(C(C)=O)oc12	-0.4	22	-9	-6	-16	3	-0.6	-5	1

Entries of single compounds as entered above:
Entry for COc1ccccc1NC(=O)CSc1nnc(COc2ccccc2OC)n1C : TRHR ag: -0.5; D1 antag: -8; TRHR PAM: 1; RXFP1 antagonist: -4; D2 antagonist: 3; D1 ag: 2; D2 ag: -0.8; D2 potentiator: 9; D1 potentiator: -2
Entry for CN(CC(=O)Nc1ccc(F)cc1)C(=O)CSc1ccc2c(c1)OCCO2 : TRHR ag: -0.2; D1 antag: 1; TRHR PAM: 3; RXFP1 antagonist: -5; D2 antagonist: 9; D1 ag: 2; D2 ag: 0.1; D2 potentiator: -16; D1 potentiator: -3
Entry for O=S(=O)(NCCc1csc(-c2cccnc2)n1)c1ccc2c(c1)OCCO2 : TRHR ag: -0.6; D1 antag: -1; TRHR PAM: 0; RXFP1 antagonist: 0; D2 antagonist: 8; D1 ag: 3; D2 ag: 0.8; D2 potentiator: -2; D1 potentiator: -9

(continued)
SMILES	TRHR ag	D1 antag	TRHR PAM	RXFP1 antagonist	D2 antagonist	D1 ag	D2 ag	D2 potentiator	D1 potentiator
Cc1ccc(NC(=O)c2oc3ccccc3c2NC(=O)c2ccccc2C)cc1	0.7	8	-8	x	x	4	0.2	-1	-3
O=C(NC1CCCCCC1)c1c(O)c2ccccc2[nH]c1=O	0.2	6	1	7	1	2	0.2	-5	-4
O=C(CCN1C(=O)[C@H]2CC=CC[C@H]2C1=O)NCc1nc(-c2ccc(Cl)cc2)no1	0.3	-13	4	26	-9	1	1.1	8	-6
C=CCn1c(CCC)nc2ccccc21	0.3	10	-1	-9	6	1	0.3	3	-7
CC(C)C(OC(=O)c1cc2c(s1)CCCCC2)C(=O)NC(N)=O (stereo not drawn)	1.2	18	3	3	3	4	1.0	-8	-1
Cc1ccc2[nH]c(CSc3nnc(C)s3)cc(=O)c2c1	0.3	-2	5	0	x	1	0.5	-4	2
CN(CC(=O)Nc1cccnc1Cl)S(=O)(=O)c1ccc(Cl)cc1	-0.3	-24	5	6	-17	2	0.7	2	1
COCC(=O)Nc1ccc([N+](=O)[O-])cc1C	0.7	3	2	-5	-10	0	2.3	3	1
Cc1ccc(NS(=O)(=O)c2ccc3c(c2)oc(=O)n3C)cc1C	0.2	-5	3	10	13	8	0.5	10	0
O=C(CCC(=O)OCC(=O)c1ccc(C(F)(F)F)cc1)OCC(=O)c1ccc(C(F)(F)F)cc1	0.1	-16	2	7	x	9	x	-10	-1
Cc1cccc(NC(=O)C2CCCN2S(=O)(=O)c2ccc3c(c2)n(C)c(=O)c(=O)n3C)c1 (stereo not drawn)	-0.3&-0.6	2&-9	2&-2	-15	16	1&-3	-0.6&0.0	-3&0	-6&-1
CCN(CC)c1ccc(C=Nc2cc(C)cc(C)c2)c(O)c1	-0.3	-15	14	12	-4	1	1.8	6	0
O=C1CSC2(N1)C1CC3CC(C1)CC2C3 (stereo not drawn)	1.0	0	8	9	-19	1	0.6	-4	-2
O=C(Cc1n[nH]c(=O)c2ccccc12)NCc1ccccn1	0.5	0	2	9	3	2	-0.4	12	2
COc1cccc2oc3cc(C#Cc4ccccn4)ccc3c(=O)c12	-0.4	0	9	x	-10	2	-1.3	-16	-1
CC1CCCCN1CC(=O)Nc1sccc1C#N (stereo not drawn)	1.0	15	5	2	11	2	-0.2	4	-4
CCc1ccc(CCC(=O)Nc2ccc(S(N)(=O)=O)cc2)o1	0.9	-20	7	-9	44*	1	0.7	x	-1
CCN(CC)C(=O)CSc1nc2cccnc2n1-c1ccccc1OC	-0.2	6	5	10	x	0	x	-4	-2
CCCn1c(CCC(=O)O)ccc1-c1ccccc1	-0.4	4	-3	u	13	0	-0.1	x	0

RXFP1 antagonist: what is marked active above
smiles | TRHR ag | D1 antag | TRHR PAM | RXFP1 antagonist | D2 antagonist | D1 ag | D2 potentiator | D1 potentiator
Cn1c(=O)c(C(=O)NNC(=O)c2ccccc2Cl)c(O)c2ccccc21 | 2.4 | 15 | 12 | -66* | -9 | 6 | 2 | 2
